TDP2 absorb: human TDP2 enzyme inhibitors, primary screen, biochemical, epi absorbance, recombinant enzyme. Tyrosyl-DNA phosphodiesterase 2 (Homo sapiens), O95551. T5PNP hydrolysis, p-nitrophenol absorbance 415 nm. inhibition, % at 12.8 µM. 370,000 compounds, 0.34% hits;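 active = inhibition above the mean of all tested compounds plus 3 SD, set per campaign, cut at about 25% in these data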;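 note: 0% = DMSO with enzyme and 100% = buffer with substrate but no TDP2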
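Assay system: Recombinant human TDP2 | Quantity: 120 nM TDP2 per well | Incubation: 2 h at 37 °C | Signal: Epi absorbance | Evaluation: Percent inhibition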
SIAE inh: human SIAE inhibitors, primary screen, biochemical, fluorescence polarization, FP-Rh probe, 1536-well HTS; Sialate O-acetylesterase (Homo sapiens), Q9HAT2; SIAE FP-Rh probe binding; inhibition, % at 9.66 µM; 370,000 compounds, 0.69% hits;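 active = inhibition above a cutoff: mean of compounds within the control limits plus 3 SD of those, cut at about 17% in these data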;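 note: 0% = plate median of compound wells and 100% = probe without SIAE protein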
rCAG binder: binders of r(CAG) RNA repeats, primary screen, biochemical, fluorescence. inhibition, % at 3 µM. r(CAG) RNA repeat, TO-PRO-1 dye displacement fluorescence. AID 651821, 2012. 370,000 compounds, 1.3% hits;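 active = inhibition above the plate cutoff, the mean of all test compounds on that plate plus 3 SD, cut at about 35% in these data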;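 note: 0% = DMSO alone and 100% = 100 µM mitoxantrone as full dye displacement; higher means more dye released from RNA so lower well fluorescence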
MBD2 inh: inhibitors of MBD2 binding to methylated DNA, primary screen, biochemical, TR-FRET, DNA-binding domain, human. 370,000 compounds, 0.31% hits. Methyl-CpG-binding domain protein 2 (Homo sapiens), Q9UBB5. MBD2 binding to methylated oligonucleotide. AID 686964, 2013. inhibition, % at 4.4 µM; in the data active = inhibition above about 13%
LEDGF integ inh: blockers of LEDGF/p75-dependent integrase strand transfer – biochemical, TR-FRET, high throughput, primary screen; TR-FRET IN-LEDGF/p75 DNA integration, Eu/Cy5; inhibition, % at 3.7 µM; 370,000 compounds, 0.64% hits;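 active = inhibition above the screen-wide mean plus 3 SD, cut at about 13% in these data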;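 note: signal is the Cy5 over europium emission ratio at 671 and 618 nm; 0% = plate median of compound wells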
HTRA1 inhibitor: HTRA1 serine protease inhibitors, primary screen, biochemical, fluorescence polarization, HTS; recombinant HTRA1, FP-rhodamine activity-based probe; AID 504803, 2011; Q92743; 340,000 compounds, 0.5% hits; inhibition, % at 5.96 µM; in the data active = inhibition above about 36%;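 note: 0% = enzyme with DMSO and 100% = wells lacking enzyme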
GC-B act: human GC-B receptor activators, primary screen, HEK293 GC-B cells, cGMP TR-FRET, EC30 CNP; activation, % at 10 µM; 370,000 compounds, 0.11% hits; 0% at EC30 CNP, 100% saturating CNP; Atrial natriuretic peptide receptor 2 (Homo sapiens), P20594;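 active = activation at 10 µM reaching about 35% in either raw or pattern-adjusted values, limit read from the data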
Target sequence (P20594 whole entry, looked up): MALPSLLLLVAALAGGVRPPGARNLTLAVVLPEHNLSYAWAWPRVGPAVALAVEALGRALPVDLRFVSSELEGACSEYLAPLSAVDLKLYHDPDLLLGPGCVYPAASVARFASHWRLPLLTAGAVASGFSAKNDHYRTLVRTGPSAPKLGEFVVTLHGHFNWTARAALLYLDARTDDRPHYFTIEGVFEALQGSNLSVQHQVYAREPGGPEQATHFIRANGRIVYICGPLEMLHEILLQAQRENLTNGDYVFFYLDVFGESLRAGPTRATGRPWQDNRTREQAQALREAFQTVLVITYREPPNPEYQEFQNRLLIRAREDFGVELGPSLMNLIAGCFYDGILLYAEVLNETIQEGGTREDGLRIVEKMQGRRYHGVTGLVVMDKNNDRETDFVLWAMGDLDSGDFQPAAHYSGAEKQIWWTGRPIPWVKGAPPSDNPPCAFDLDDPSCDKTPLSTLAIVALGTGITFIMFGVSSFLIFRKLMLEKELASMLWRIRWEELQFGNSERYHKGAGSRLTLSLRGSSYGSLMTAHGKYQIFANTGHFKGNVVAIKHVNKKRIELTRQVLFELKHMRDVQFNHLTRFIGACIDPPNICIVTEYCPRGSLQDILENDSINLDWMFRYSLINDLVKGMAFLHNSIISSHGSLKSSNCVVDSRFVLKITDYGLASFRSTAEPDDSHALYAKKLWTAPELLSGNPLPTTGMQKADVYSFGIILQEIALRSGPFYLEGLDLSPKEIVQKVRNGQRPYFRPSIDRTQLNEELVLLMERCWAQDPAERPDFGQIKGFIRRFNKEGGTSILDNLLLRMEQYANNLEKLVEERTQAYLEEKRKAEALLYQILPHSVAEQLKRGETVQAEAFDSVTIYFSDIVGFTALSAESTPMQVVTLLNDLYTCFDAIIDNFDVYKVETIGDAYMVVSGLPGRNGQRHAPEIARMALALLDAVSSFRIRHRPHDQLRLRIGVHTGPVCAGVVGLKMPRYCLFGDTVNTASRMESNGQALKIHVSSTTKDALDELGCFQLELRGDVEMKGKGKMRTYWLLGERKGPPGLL
PRMT1 FP inh: PRMT1 methyltransferase inhibitors, primary screen, biochemical, fluorescence polarization | Protein arginine N-methyltransferase 1 (Homo sapiens), Q99873 | recombinant PRMT1, activity-based probe fluorescence polarization | inhibition, % at 2.79 µM | 370,000 compounds, 1.3% hits;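 active = inhibition above about 21% made by adding two undisclosed values, limit read from the data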
ABHD4 inh: ABHD4 inhibitors, primary screen, biochemical, fluorescence polarization, mouse. (Lyso)-N-acylphosphatidylethanolamine lipase (Mus musculus), Q8VD66. purified mABHD4, FP-Rh probe fluorescence polarization. inhibition, % at 8.92 µM. 370,000 compounds, 0.54% hits. AID 720543, 2013;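 active = inhibition exceeding the mean over every tested compound plus 3 SD, cut at about 30% in these data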;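 note: 0% = plate median of compound wells and 100% = S159A mutant with DMSO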
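Test system: mABHD4 protein | Buffer or medium: HEPES pH 7.0 buffer, 150 mM NaCl, 0.01% Pluronic F-127 | Probe or stimulus: FP-Rh fluorescent activity-based probe, added after compound pre-incubation | Timing: Pre-incubation 45 min, probe exposure 60 min, at 25 °C | Technique: Fluorescence polarization, excitation 525 nm, emission 598 nm, BODIPY TMR filters | Repeats: Single well per compound (singlicate)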
TCR-CD3 inh: inhibitors of human TCR-CD3 interaction, primary screen, biochemical, fluorescence, TAMRA-labeled TCR probe | T-cell receptor (TCR) | inhibition, % at 9.4 µM | 360,000 compounds, 0.37% hits | AID 651800, 2012; in the data active = inhibition above about 19%;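 note: recombinant mutant TCR 2C K166C tagged with TAMRA read by polarization; 0% = receptor in buffer alone and 100% = receptor with positive control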
Active calls of the source: *; . = not tested or not shown. The list is partial; count on the stated rates, not on these rows.

SMILES	TDP2 absorb	SIAE inh	rCAG binder	MBD2 inh	LEDGF integ inh	HTRA1 inhibitor	GC-B act	PRMT1 FP inh	ABHD4 inh	TCR-CD3 inh
COc1ccccc1OCC(=O)Nc1ccc(NC(=O)COc2ccccc2OC)cc1	-14	-2	3	-4	-1	-13	7	1	-3	0
COc1ccccc1NC(=O)COC(=O)Cn1c(C)csc1=O	6	5	1	5	0	5	1	3	7	2
CC1(C)Cc2ccccc2/C(=C/C(=O)c2ccccc2)N1	-29	5	-3	1	3	-20	3	-1	-2	-7
CC(=O)Nc1ccc(S(=O)(=O)NCCc2csc(-c3cccnc3)n2)cc1	-3	-2	-3	0	-4	3	6	3	-7	-4
CSc1nnc(CNC(=O)c2ccccc2)n1-c1cccc(C)c1	-6	6	2	3	-2	-2	3	-5	2	0
CCCCN1C(=O)C(=O)N(CC(=O)Nc2sc(C)c(CC)c2C(=O)OCC)C1=O	1	-3	6	0	-6	-9	-3	-1	-7	-5
Cc1ccc2cccc(OCc3nnc(SCC(=O)O)n3C)c2n1	2	-6	-1	-6	-5	-2	-4	3	3	3
CCOc1ccc(C(=O)NCCO)cc1	-3	-2	2	-6	-2	12	7	-1	4	9
N#Cc1cccnc1N1CCN(C(=O)c2ccco2)CC1	5	-7	-3	-2	-2	2	-4	6	-1	-6
CCCCN(C=O)c1c(CC)nc2ccc(C(=O)N3CCN(C(=O)c4ccco4)CC3)cn12	6	6	-1	1	-1	.	-4	0	8	1
CCCCNC(=O)COC(=O)CCC(=O)c1cccs1	3	-1	-2	2	-2	6	9	2	7	-2
O=C(Nc1c(C(=O)N2CCOCC2)oc2ccccc12)c1cccc([N+](=O)[O-])c1	-6	-4	0	-5	-2	1	-2	1	3	-6
COc1ccc(N2CCN(S(=O)(=O)c3cc(Br)cnc3N)CC2)cc1	13	-3	1	-4	1	1	3	-3	-1	-6
COc1ccc(S[C@]2(C(=O)N(C)C)CC(=O)N(c3ccsc3)[C@@H]2c2ccc(OC)cc2)cc1	-5	-1	2	-4	-2	.	0	-1	0	.
CN(CC(=O)Nc1ccccc1Cl)C(=O)CSC(=S)N1CCCC1	5	-6	-4	-3	-1	6	-3	13	-2	7
Cc1c(Cl)cccc1N(CC(=O)O)S(C)(=O)=O	-2	-6	-3	-1	2	0	1	-2	0	6
Cc1ccc(C#CC[N+]2(CC#Cc3ccc(C)cc3)CCCCC2)cc1	-17	-1	14	-4	4	-3	2	2	-1	-7
Cc1cc(Cl)ccc1NC(=O)CSc1n[nH]c(N)n1	-11	-1	0	-1	0	-1	-4	0	5	-3
O=C(OCCOc1ccccc1F)c1cccc(S(=O)(=O)N2CCOCC2)c1	3	5	1	0	-2	8	1	-2	3	5
COc1ccc(Cc2nnc(SCC(=O)Nc3cc(Cl)ccc3OC)[nH]c2=O)cc1	3	-14	51*	0	1	-12	4	4	-6	3
Cc1ccc(S(=O)(=O)N2CCC(C)CC2)cc1C(=O)NCc1ccccn1	3	2	-3	1	1	-1	4	-3	1	2
CN(C)/C(=N\S(=O)(=O)c1ccccc1)c1ccc(F)cc1	9	-5	-4	2	-1	11	0	-1	-1	-1
O=C(O)CCC(NS(=O)(=O)c1ccc(N2CCCC2=O)cc1)C(=O)O (centres undefined)	5	5	0	-4	-2	9	1	0	6	8
CCc1cccc2c(C(=O)COC(=O)c3nn(C)c(=O)c4ccccc34)c[nH]c12	3	-33	3	4	3	-34	10	1	-2	0
CSc1ccccc1C(=O)C1CCCN(C(=O)CCN2CCCO2)C1 (centres undefined)	-7	-1	-6	-1	-1	10	4	1	-4	-8
Following part:
SMILES	TDP2 absorb	SIAE inh	rCAG binder	MBD2 inh	LEDGF integ inh	HTRA1 inhibitor	GC-B act	PRMT1 FP inh	ABHD4 inh	TCR-CD3 inh
Cc1cc(C)cc(NS(=O)(=O)c2cnc(Cl)c(Cl)c2)c1	-21	0	19	5	0	-8	3	1	-15	0
CCOC(=O)C(C(=O)Nc1ccccc1)C1CCCCC1 (centres undefined)	4	-5	-2	2	3	4	0	0	-12	0
Nc1nc(SCC(=O)NCc2ccccc2)[nH]c(=O)c1NC(=O)c1ccccc1F	4	0	0	2	-1	1	0	-1	3	1
CCCCc1cc(=O)oc2cc(OCC(=O)NCc3ccccn3)c(Cl)cc12	-3	-2	-5	4	-1	4	0	0	-2	6
C[C@H](CCC(=O)O)[C@H]1CC[C@H]2[C@@H]3C(=O)C[C@@H]4CC(=O)CC[C@]4(C)[C@H]3CC(=O)[C@]12C	-2	-2	1	6	0	3	3	4	-5	-9
O=C1C(=Cc2cccc(Cl)c2)CCc2ccccc21	-4	-7	2	-2	-4	.	0	2	-2	-6
Cc1ccccc1C(=O)NCCSc1ccccc1	4	7	-4	-3	-4	-3	1	-1	21	-2
COc1ccc(C(=O)N(CCc2ccccc2)Cc2ccccc2)c(OC)n1	0	-1	-9	9	-3	-21	-11	5	4	-2
O=C(N/N=C/c1ccc(OC(=O)c2ccc3c(c2)OCO3)cc1)c1cncc(Br)c1	-17	-8	6	4	1	10	3	-1	2	-6
CNC(=O)N(O)C1N(C)C(=O)N(CC(=O)OC)C1(C)C (centres undefined)	6	0	-1	1	0	4	.	0	2	-7
COc1ccc(N=C2NC(=O)CS2)c([N+](=O)[O-])c1	-7	-3	2	6	-6	-1	6	6	-11	-4
CC(C)c1nc2sc3c(SCCN(C)C)ncnc3c2c2c1CCC2	3	-1	0	4	-1	2	1	0	5	-7
CNC(=O)CSc1nnc(-c2ccco2)n1-c1cccc(C)c1	7	-1	-3	2	-1	5	2	-4	6	7
CCOc1ccccc1C=C1SC(=S)N(CC)C1=O	-5	-4	2	1	0	7	2	-1	-4	4
CCn1c(NCc2ccccn2)nc2ccccc21	7	5	-5	2	0	0	-4	-1	-6	2
COc1cc2c(=O)n(Cc3ccco3)c(=O)n(CC(=O)c3ccc(Br)cc3)c2cc1OC	-4	0	-1	4	1	-7	5	-1	-10	-4
O=C(CCNC(=O)c1ccc(Br)cc1)NNC(=O)c1ccccc1	6	4	1	-6	4	3	1	-4	3	4
CCSc1nnc(NC(=O)CCNC(=O)c2ccccc2Cl)s1	-7	-3	0	1	3	1	2	-4	2	6
Cc1cccc(NC(=O)CSc2nnc(-c3ccccc3)n2N)c1	-5	1	2	-1	2	-5	-5	-3	6	24*
CCN(CC)S(=O)(=O)c1ccc(NC(=O)c2cc(-c3ccccc3)nc3ccccc23)cc1	-2	-53	0	4	1	-1	3	-3	-2	2
O=C(CSc1ccc(Cl)cc1)N1CCN(c2ccc(Cl)cc2[N+](=O)[O-])CC1	7	4	0	0	-1	-21	-8	-1	4	7
CCN(CC)c1ccc(C(=O)N/N=C/c2ccc(OC)cc2OC)cc1	-2	1	-3	-3	0	-12	1	0	1	-5
CCCN1Cc2cccc(C(=O)Nc3ccc(CC)cc3)c2C1=O	-9	0	2	-1	0	-6	-13	-2	-6	2
NC1=NC(c2ccc(F)cc2)n2c(nc3ccccc32)N1 (centres undefined)	-2	-8	2	0	2	-2	-3	-2	3	4
Cc1cc(C)n2nc(C(=O)N/N=C/c3ccco3)nc2n1	4	5	0	0	3	9	0	1	-2	4

Entries from the list above containing a nitro group on carbon (3):
SMILES	TDP2 absorb	SIAE inh	rCAG binder	MBD2 inh	LEDGF integ inh	HTRA1 inhibitor	GC-B act	PRMT1 FP inh	ABHD4 inh	TCR-CD3 inh
O=C(Nc1c(C(=O)N2CCOCC2)oc2ccccc12)c1cccc([N+](=O)[O-])c1	-6	-4	0	-5	-2	1	-2	1	3	-6
COc1ccc(N=C2NC(=O)CS2)c([N+](=O)[O-])c1	-7	-3	2	6	-6	-1	6	6	-11	-4
O=C(CSc1ccc(Cl)cc1)N1CCN(c2ccc(Cl)cc2[N+](=O)[O-])CC1	7	4	0	0	-1	-21	-8	-1	4	7

(listing goes on)
SMILES	TDP2 absorb	SIAE inh	rCAG binder	MBD2 inh	LEDGF integ inh	HTRA1 inhibitor	GC-B act	PRMT1 FP inh	ABHD4 inh	TCR-CD3 inh
O=C(CN1CCN(Cc2ccccc2)CC1)N1N=CCC1c1ccccc1 (centres undefined)	11	3	1	0	2	1	-2	0	-1	7
CC1CCc2c(sc3ncnc(NCCCOC(C)C)c23)C1 (centres undefined)	-12	-7	-1	2	-2	-21	10	0	-2	-6
COC(=O)CN1C(=O)C(C)(C)Oc2ccc(C(=O)NC3CC3)cc21	2	2	-3	0	2	-6	3	-4	-1	8
COc1ccc(S(=O)(=O)NNC(=O)Nc2ccc(C)cc2C)c(OC)c1	0	3	-3	0	2	3	0	1	1	12
CCOc1ccccc1C1C(C(=O)Nc2ccccc2OC)=C(C)Nc2nnnn21 (centres undefined)	-3	0	-4	1	-2	2	0	-2	9	-4
COCCNC(=O)CCCn1c(=O)c2cc(OC)c(OC)cc2n(CC(=O)Nc2ccc(F)cc2)c1=O	-8	-7	3	7	5	-4	-5	8	-10	-4
O=C1CC(N(O)c2ccccc2)C(=O)N1c1cc(Cl)cc(Cl)c1 (centres undefined)	-1	12	18	-2	2	40*	4	13	45*	25*
O=C(Nc1nc(-c2ccccn2)cs1)c1ccc2c(c1)OCCO2	-2	-4	3	1	5	7	11	-5	-6	-6
CCC(=O)N(Cc1ccccc1)c1ccccn1	-6	1	-1	-4	-2	-1	7	-1	2	8
COc1ccc(NC(=O)c2cc(S(=O)(=O)N3CCOCC3)ccc2N2CCOCC2)cc1	-1	1	-2	0	-4	-1	3	2	2	-3
OCC[C@@H]1C[C@H](O)[C@@H](O)[C@@]2(OCc3cc(C(F)(F)F)ccc32)O1	-11	1	0	5	8	-3	2	-7	0	0
N#CCCn1c(SCC(=O)NCC2CCCO2)nc2ccccc21 (centres undefined)	9	2	2	3	1	11	1	-3	2	3
O=C(Nc1ccccc1)c1cc(C2CCCCN2C(=O)c2cccs2)on1 (centres undefined)	3	3	1	0	-1	.	1	0	-4	2
O=C(NCc1nnc(SCC(=O)N2CCCC2)o1)c1ccccc1F	-5	-3	-2	2	0	-1	-6	2	8	-10
COc1ccc(C(C(=O)NC2CCCC2)N(C(=O)c2csnn2)C2CCCC2)cc1 (centres undefined)	-9	1	-7	0	-4	1	-9	-1	2	8
CN1CCN(C(=O)c2cnn(-c3ccccc3)c2NC(=O)c2ccccc2F)CC1	10	1	-6	1	2	-2	6	0	5	4
Cc1cc(C)c(NC(=O)CNC(=O)COC(=O)C2CCN(c3ccc(C(F)(F)F)cn3)CC2)c(C)c1	-3	-2	-6	-1	-2	5	-5	0	3	-2
CN(CC(=O)Nc1cccc(S(=O)(=O)N2CCCCC2)c1)Cc1ccc(F)cc1	-1	3	2	-2	-1	-16	4	-2	3	-4
